Source: PubChem BioAssay
HTR5A inv ctr: HTR5A inverse agonism, opioid heterodimer counter-screen; actives 0.083% (n = 340,000); P47898; HTR5A cell line, luminescence; inhibition, % at 9.3 µM; in the data active = inhibition mostly above about 23%, no sharp cut-off; inactive = mostly below about 18%;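 also: 0% = cells with DMSO and 100% = no-cell wells with DMSO; some compounds called inactive have numbers as strong as hits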
Ecoli viability: counter-screen for AddAB inhibitors: E. coli growth inhibition. actives 0.27% (n = 330,000). inhibition, % at 11.9 µM. E. coli V3065 growth, OD600 absorbance, 18 h;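 active = inhibition above the campaign's mean inhibition across all tested compounds plus 3 SD, cut at about 9.9% in these data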;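 also: uninfected addAB+ strain grown without phage in ampicillin broth; 0% = DMSO wells and 100% = ciprofloxacin 0.95 µg/ml wells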
PKA-R1A activ: activators of PKA-R1A complex; PKA-R1A dissociation, Cy5-IP20 fluorescence polarization; scaled: DMSO 0%, 113 µM cGMP 100%; activation, % at 11.4 µM; actives 0.083% (n = 340,000);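 active = percent activation above the mean of all tested compounds plus 3 SD, cut at about 19% in these data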;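 also: higher means more PKAc released from R1A so a rise in polarization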
phage Ecoli inh: E. coli growth loss with phage present. growth absorbance. inhibition, % at 11.9 µM. actives 0.26% (n = 360,000); in the data active = inhibition above about 11%
PKA-R2B activ: activates the human PKA-R2B holoenzyme complex. PKA-R2B holoenzyme dissociation, Cy5-IP20 fluorescence polarization; R2B truncated from residue 108, S112A mutant; 0% DMSO only, 100% 113 µM cGMP. activation, % at 11.4 µM. actives 0.079% (n = 340,000). AID 504700;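 active = activation above a cutoff set at the mean over all compounds plus 3 SD, cut at about 18% in these data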;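 also: higher means more holoenzyme dissociation and a rise in polarization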
Target sequence (P31323 whole entry, looked up, other chains not shown, the tested form may be a part): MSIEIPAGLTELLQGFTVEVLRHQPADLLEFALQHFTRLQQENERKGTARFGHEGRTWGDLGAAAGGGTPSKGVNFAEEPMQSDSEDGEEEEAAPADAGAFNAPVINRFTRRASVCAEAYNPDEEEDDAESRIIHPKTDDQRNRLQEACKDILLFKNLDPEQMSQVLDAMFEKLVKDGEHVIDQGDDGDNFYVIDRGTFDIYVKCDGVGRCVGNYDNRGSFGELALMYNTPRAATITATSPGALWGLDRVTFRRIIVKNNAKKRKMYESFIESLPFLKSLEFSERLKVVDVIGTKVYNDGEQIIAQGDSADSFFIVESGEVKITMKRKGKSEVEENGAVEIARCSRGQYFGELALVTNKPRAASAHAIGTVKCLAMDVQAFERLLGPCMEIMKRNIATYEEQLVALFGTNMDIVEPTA
HTR5A ag: activates human HTR5A in OPRM1-OPRD1 agonist counter-screen; P47898; actives 0.61% (n = 340,000); HTR5A agonist assay, luminescence, cell-based; activation, % at 9.3 µM; in the data active = activation mostly above about 9.5%, no sharp cut-off; inactive = mostly below about 7.6%;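 also: 0% = cells with vehicle only and 100% = reference agonist; strong numbers were not always called active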
DAGLB inhibitor: diacylglycerol lipase beta (human) inhibition; AID 504411; actives 0.059% (n = 340,000); inhibition, % at 5.17 µM; HEK293T DAGLB membrane lysate, EnzChek fluorogenic substrate; in the data active = inhibition above about 34%;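 also: 0% = enzyme with vehicle and 100% = wells lacking enzyme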
SUMO Mot1 rescue: blocks SUMOylation pathway, rescuing yeast Mot1-301 growth; S. cerevisiae Mot1-301 growth rescue, ATP luminescence, 38.5C; percent above DMSO median, 100 means doubled; growth rescue, % at 18.8 µM; actives 1% (n = 320,000); AID 2716;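 active = every valid replicate shows activation above 250% relative to neutral control wells; inactive = the rest, any valid replicate at or below 250%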;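 also: OY570 slx delta 5 strain wells were the positive control but not used for scaling; some compounds called inactive have numbers as strong as hits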
CDK5 inh: inhibitors of human CDK5/p35 kinase; Q00535+Q15078; Recombinant CDK5/p35, ADP-Glo luminescence, 60 min; inhibition, % at 10 µM; actives 0.01% (n = 330,000); AID 488839;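 active = highest replicate inhibition of at least 50% and at least 75% of replicates reaching 50%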;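 also: plate controls were DMSO neutral control for no effect and GW8510 at 10 µM for full effect; many of its hits are not listed in these tables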
Tat export inh: inhibitors of E. coli Tat protein transport. E. coli MC4100 TorA-mCherry Tat export, fluorescence. inhibition, % at 10 µM. AID 488895. actives 0.036% (n = 340,000);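 active = mean replicate inhibition at least 50% and at least half of replicates individually reaching 50%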;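 also: exported cargo escapes ClpAP degradation while cytoplasmic cargo is degraded and loses fluorescence; 0% = median of neutral control wells and 100% = median of NaSCN control wells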
AddAB inh: less growth of phage-infected E. coli with AddAB; inhibition, % at 11.9 µM; actives 0.29% (n = 330,000); AID 435030; E. coli expressing H. pylori AddAB, absorbance growth; in the data active = inhibition above about 12%;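 also: 0% = vehicle wells of infected cells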
* marks the source's active call; other numbers are inactive results; · = not tested or not shown. Rows were taken by chance, and some 2.3% of all compounds hit somewhere here.

SMILES	HTR5A inv ctr	Ecoli viability	PKA-R1A activ	phage Ecoli inh	PKA-R2B activ	HTR5A ag	DAGLB inhibitor	SUMO Mot1 rescue	CDK5 inh	Tat export inh	AddAB inh
CCOc1ccccc1OCC(O)CNC (stereo not drawn)	-1	0.6	2	·	-9	2	-2	-7	3.0	-2	0.6
COc1ccccc1CNC(=O)Nc1cccs1	9	1.5	1	-1.0	-5	-3	3	-12	-0.3	3	-1.2
Cc1ccc2c(c1)Oc1ccc([N+](=O)[O-])cc1C(=O)N2	9	-2.7	2	4.7	0	-4	2	1	0.4	-8	-2.7
COCc1[nH]nc2c1C(c1ccccc1Cl)C(C#N)=C(N)O2 (stereo not drawn)	-8	1.2	-5	2.3	-4	3	1	-3	-0.1	-9	0.3
CC(C)CN(C(=O)COC(=O)CCSc1ccc(F)cc1)c1c(N)n(Cc2ccccc2)c(=O)[nH]c1=O	-6	3.8	-1	-0.1	-4	2	4	-13	0.6	-1	0.8
CC(=O)c1cccc(NC(=O)C(C)OC(=O)C2CCC2)c1 (stereo not drawn)	4	0.2	-11	-0.9	-2	-3	1	229	1.7	-5	2.6
O=C(Nc1ccccc1Cl)N1C2CCC1CC(O)(c1cccnc1)C2 (stereo not drawn)	-12	1.4	-5	1.3	10	0	2	3	-0.1	-5	0.7
Cc1cc2ccccc2c(=O)n1CC(=O)NCC(=O)N(C)Cc1ccccc1	-12	-3.8	-3	1.7	-5	0	-1	16	-0.4	-6	-2.5
CCCCOC(=O)CSC1=C(C#N)C(c2ccc3c(c2)OCO3)CC(=O)N1 (stereo not drawn)	16	2.3	3	0.8	-9	0	-1	-6	0.9	-2	0.7
O=C(Nc1c(C(=O)N2CCOCC2)cnn1-c1ccccc1)c1ccc([N+](=O)[O-])cc1	5	4.4	3	-0.7	-2	0	4	3	-0.8	-6	1.2
O=C(COC(=O)c1nc(Cl)ccc1Cl)c1ccccc1Cl	-11	-1.2	3	-0.1	-7	-5	0	113	-0.5	-8	2.8
O=C(Nc1cccc(Cl)c1)c1ccc(NC2=NC3CS(=O)(=O)CC3S2)cc1 (stereo not drawn)	16	-2.2	0	-0.1	-6	0	5	-12	0.4	17	-1.1
CCOc1ccc(S(=O)(=O)N(C)c2ccc(OCC(=O)OCc3c(C)noc3C)cc2)cc1	14	-0.4	4	2.9	8	3	-2	4	-0.5	11	2.0
COc1ccc2nc(SCC(=O)NC(C)C)[nH]c2c1	-43	1.2	7	1.7	2	0	-5	·	-1.6	21	2.3
CC(C)COc1cccc(-c2cc(C(=O)Nc3ccon3)c3ccccc3n2)c1	-7	-1.1	-4	3.3	4	3	-6	-9	-0.1	-2	0.7
O=C(O)c1cc(S(=O)(=O)N2CCN(S(=O)(=O)c3ccccc3)CC2)ccc1Cl	1	-0.4	-5	3.0	3	0	0	14	0.5	-1	1.4
COc1ccc(N/C(=N/c2nc(C)cc(C)n2)NC(=O)c2ccccc2)cc1	3	3.4	-8	-0.8	-4	-1	-2	-24	-1.0	-1	0.3
Cc1cc(=O)oc2cc(O)cc(OCc3ccccc3)c12	-37	·	2	5.4	-1	10	-3	·	2.4	-10	·
CCc1n(CC(O)COCC2CC=CCC2)c2ccccc2[n+]1C (stereo not drawn)	-4	1.4	2	1.3	-12	1	-1	2	0.2	8	-0.2
CC(C)CCCN1C(Nc2ccccc2)=NC[C@@H]1Cc1ccccc1	-26	1.4	2	·	5	-2	0	226	-0.1	-9	4.2
CCOc1ccc(S(=O)(=O)N(CC(=O)N/N=C/c2cccs2)c2ccc(C)cc2)cc1	15	-0.5	-19	-3.9	-2	-6	-4	36	-1.2	-4	-1.6
CCOC(=O)Cn1nnnc1C	-8	-0.8	2	1.8	-4	3	0	6	2.4	-8	0.1
CC(=O)C1=C(C)NC(SCC(=O)Nc2nccs2)=C(C#N)C1c1ccccc1Cl (stereo not drawn)	15	-0.4	-9	2.1	-9	3	2	100	-1.0	-3	0.5
N=C(N)CCCOc1ccccc1-c1ccccc1	5	-0.2	4	11	-7	-3	2	54	-0.6	-4	0.7

Of the compounds above, these have sulfur.
SMILES	HTR5A inv ctr	Ecoli viability	PKA-R1A activ	phage Ecoli inh	PKA-R2B activ	HTR5A ag	DAGLB inhibitor	SUMO Mot1 rescue	CDK5 inh	Tat export inh	AddAB inh
COc1ccccc1CNC(=O)Nc1cccs1	9	1.5	1	-1.0	-5	-3	3	-12	-0.3	3	-1.2
CC(C)CN(C(=O)COC(=O)CCSc1ccc(F)cc1)c1c(N)n(Cc2ccccc2)c(=O)[nH]c1=O	-6	3.8	-1	-0.1	-4	2	4	-13	0.6	-1	0.8
CCCCOC(=O)CSC1=C(C#N)C(c2ccc3c(c2)OCO3)CC(=O)N1 (stereo not drawn)	16	2.3	3	0.8	-9	0	-1	-6	0.9	-2	0.7
O=C(Nc1cccc(Cl)c1)c1ccc(NC2=NC3CS(=O)(=O)CC3S2)cc1 (stereo not drawn)	16	-2.2	0	-0.1	-6	0	5	-12	0.4	17	-1.1
CCOc1ccc(S(=O)(=O)N(C)c2ccc(OCC(=O)OCc3c(C)noc3C)cc2)cc1	14	-0.4	4	2.9	8	3	-2	4	-0.5	11	2.0
COc1ccc2nc(SCC(=O)NC(C)C)[nH]c2c1	-43	1.2	7	1.7	2	0	-5	·	-1.6	21	2.3
O=C(O)c1cc(S(=O)(=O)N2CCN(S(=O)(=O)c3ccccc3)CC2)ccc1Cl	1	-0.4	-5	3.0	3	0	0	14	0.5	-1	1.4
CCOc1ccc(S(=O)(=O)N(CC(=O)N/N=C/c2cccs2)c2ccc(C)cc2)cc1	15	-0.5	-19	-3.9	-2	-6	-4	36	-1.2	-4	-1.6
CC(=O)C1=C(C)NC(SCC(=O)Nc2nccs2)=C(C#N)C1c1ccccc1Cl (stereo not drawn)	15	-0.4	-9	2.1	-9	3	2	100	-1.0	-3	0.5
